# Source: PubChem (National Center for Advancing Translational Sciences (NCATS))
# rTrxR1 inhibitor – blocks rat thioredoxin reductase 1; O89049; 1% of 390,000 active; Potency, µM (titrated, usually from 114 µM), inactives show top-dose activity change, negative = inhibition, hits mostly inhibitors; recombinant rTrxR1, NADPH fluorescence consumption, selenite substrate; also: potency is read from the fitted curve at half-maximal effect; % is scaled to controls: 0 for no effect and ±100 for the full control effect; nearly all actives have a fitted effect of over 65% in size
#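 Rat TrxR1 (90 nM in the dispensed reagent) was pre-reduced with 400 uM NADPH for 5 min at room temperature, then incubated with compound for 15 min. After 400 uM selenite was added, NADPH fluorescence (Ex 340/Em 450 nm) was followed for 8 min.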
# D2 antag – D2 dopamine receptor (human) antagonism; P14416; HEK293 TREx D2 cells, calcium flux, dopamine EC80; inhibition, % at 10 µM; 2% of 340,000 active; in the data active = inhibition above about 30%; also: 0% is about no effect
#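 Measurement of antagonist activity uses fluorescent calcium dye in inducible HEK293 T-REx D2 cells: 10 s baseline, compound addition with 180 s read, EC80 dopamine addition with a further 180 s read.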
# PI4K2A inh – PI4K2A (human) kinase inhibition | activity change, negative = inhibition, % at 76.9 µM | AID 1346378 | 0.13% of 420,000 active | purified PI4K2A, ADP-Glo luminescence, 1 h; hits give low values | Q9BTU6; in the data active = activity change below about -50%; inconclusive = mostly about -30% to -49%;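 also: -100% = wells without enzyme as full effect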
#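 In this quantitative HTS, ADP production by PI4K2A was quantified luminescently after 1 h at ambient temperature; 100 microM adenosine served as plate-quality control.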
# TRHR enhancer – TRH receptor (human) allosteric enhancement; 0.66% of 360,000 active; enhancement, % at 2 µM; AID 493056; TRHR cells, fluo-8 calcium fluorescence, EC20 TRH enhancement; in the data active = enhancement above about 30%; also: 0% is about no effect
# Target sequence (P34981 whole entry, looked up): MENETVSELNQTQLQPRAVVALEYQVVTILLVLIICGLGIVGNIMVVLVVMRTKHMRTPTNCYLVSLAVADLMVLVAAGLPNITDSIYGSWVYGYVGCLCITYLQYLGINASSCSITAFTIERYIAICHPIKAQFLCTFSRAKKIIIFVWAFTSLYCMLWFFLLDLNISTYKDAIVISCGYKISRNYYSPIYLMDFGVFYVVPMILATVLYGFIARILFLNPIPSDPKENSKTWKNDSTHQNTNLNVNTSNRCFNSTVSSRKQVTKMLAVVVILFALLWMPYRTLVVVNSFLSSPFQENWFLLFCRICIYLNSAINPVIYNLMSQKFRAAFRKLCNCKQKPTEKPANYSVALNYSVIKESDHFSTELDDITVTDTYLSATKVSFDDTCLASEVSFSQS
#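 TRHR-expressing cells loaded with fluo-8 calcium dye were read kinetically (ex 480/em 530) during compound addition, then stimulated with an EC20 of TRH (10 nM final). Enhancement of the Gq-mediated intracellular calcium response was scored.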
# D2 agonist – agonists of human D2 dopamine receptor; HEK293 T-REx D2 cells, calcium flux agonist mode; activation, % at 2 µM; 0.53% of 340,000 active; AID 485358;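 active = activation over 3 SD above normal in the single-dose calcium agonist read, cut at about 30% in these data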; also: 0% is about no effect
#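 Tetracycline-induced HEK293 T-REx cells with force-coupled D2 receptor, plated overnight at 30 C, loaded with no-wash calcium dye. After a 10 s baseline, compound was pin-added and calcium flux read kinetically for 180 s; calcium rises flagged agonists.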
# TrxR1 substrate – rat thioredoxin reductase 1 substrate activity; purified TrxR1 substrate turnover, NADPH consumption readout; AID 588456; Potency, µM (top dose mostly 114 µM), without a hit: top-dose activity change, negative = substrate turnover; 0.01% of 390,000 active; also: potency is read from the fitted curve at half-maximal effect; % is scaled to controls: 0 for no effect and ±100 for the full control effect; nearly all actives have a fitted effect of over 50% in size
#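 Rat TrxR1, dispensed at 90 nM, was prereduced with 400 uM NADPH (final) for 5 min at ~22 deg C, then incubated with compound 15 min before 400 uM selenite. A first-read NADPH fluorescence drop versus no-compound background flagged substrates.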
# USP1 inh – inhibitors of human USP1/UAF1 deubiquitinase; Potency, µM (top dose mostly 57.1 µM), inactives show at the highest dose activity change, negative = inhibition, actives largely listed as inhibitors; AID 743255; recombinant USP1/UAF1, Ub-Rhodamine cleavage fluorescence; O94782; 0.23% of 390,000 active; also: potency is read from the fitted curve at half-maximal effect; % is scaled to controls: 0 for no effect and ±100 for the full control effect; nearly all actives have a fitted effect of over 60% in size; inactives centre near -12
#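 1 nM enzyme complex + cpd, 15 min RT; start with Ub-Rho 150nM final; kinetic fluorescence ex 480/em 540, 6 reads q60 s. Buffer 50mM HEPES pH 7.8, 0.5mM EDTA, 0.1 mg/ml BSA, 1mM TCEP, 0.01% Tween-20.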
# TRHR agonist – TRH receptor (human) agonism; P34981; TRHR cells, calcium flux fluo-8, FDSS agonist mode; activation, % at 2 µM; 0.18% of 360,000 active; in the data active = activation above about 30%; also: 0% is about no effect
#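 In this calcium-flux screen, cells bearing human TRHR are dye-loaded with fluo-8, baselined for 10 cycles, then exposed to library compounds; positive kinetic calcium responses during the agonist phase mark hits, with TRH as control.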
# IDH1 R132H inh – inhibitors of human mutant IDH1 R132H; Potency, µM (highest dose often 76.6 µM), for inactives: at the highest dose activity change, negative = inhibition, hits mostly inhibitors; 0.093% of 390,000 active; O75874; IDH1-R132H enzyme, NADPH consumption, diaphorase/resazurin fluorescence; also: potency is read from the fitted curve at half-maximal effect; % is scaled to controls: 0 for no effect and ±100 for the full control effect; nearly all actives have a fitted effect of over 65% in size
# Target sequence (O75874 whole entry R132H, stated change not applied): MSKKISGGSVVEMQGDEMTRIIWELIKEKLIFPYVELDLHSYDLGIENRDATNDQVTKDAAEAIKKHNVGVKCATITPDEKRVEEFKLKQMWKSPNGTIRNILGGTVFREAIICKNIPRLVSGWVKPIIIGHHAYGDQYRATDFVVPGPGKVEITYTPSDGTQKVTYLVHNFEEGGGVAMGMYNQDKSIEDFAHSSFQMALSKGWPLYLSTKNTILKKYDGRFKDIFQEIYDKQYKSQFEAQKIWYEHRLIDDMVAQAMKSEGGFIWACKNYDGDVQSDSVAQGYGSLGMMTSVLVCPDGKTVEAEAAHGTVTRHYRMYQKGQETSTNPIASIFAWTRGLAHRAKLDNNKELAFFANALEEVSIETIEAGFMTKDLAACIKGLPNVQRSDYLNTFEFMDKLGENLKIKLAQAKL
#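 IDH1-R132H (0.5 ug/mL) preincubated 30 min with compound, then NADPH (0.016 mM) and alpha-KG (2 mM) added; 80 min at RT, pH 7.5. Remaining NADPH coupled via diaphorase/resazurin to fluorescence (540/590 nm); concentration-response curves normalized to no-enzyme control.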
# The depositor's hits bear a star; ? = inconclusive; · = not tested or not shown; [ ] = dose if it differs, or a comment. Unless noted, calls follow the shape of the dose curve; as a rule, active = well fitted inhibition curve with a large enough effect; inconclusive = small, poorly fitted or top-dose-only effect; inactive = no such curve, though single readings can be large or run the other way.
# The line under a structure holds: rTrxR1 inhibitor	D2 antag	PI4K2A inh	TRHR enhancer	D2 agonist	TrxR1 substrate	USP1 inh	TRHR agonist	IDH1 R132H inh
> COc1cc2c(cc1OC)C(COc1ccc3c(C)cc(=O)oc3c1)N(C(=O)c1ccco1)CC2 (stereo unspecified)
  22.8%	-4.2	-1.0	-3.1	-0.1	25.2%	-14.2%	0.1	0.0%
> COc1ccc(OC)c(NC(=O)CC2SC(=NCc3ccccc3)NC2=O)c1 (stereo unspecified)
  1.7%	9.2	-2.8	-4.0	-1.4	-4.6%	-23.5%	0.5	6.0%
> CN(C)c1ccc(/C=N/NC(=S)NCc2ccccc2)cc1
  -28.4%	-8.5	3.4	-3.6	-0.5	9.8%[57.1 µM]	-12.0%	-0.2	1.3%
> Cn1c(=O)c2c(nc(CN3CCC(C(N)=O)CC3)n2Cc2c(Cl)cccc2Cl)n(C)c1=O
  -4.9%	-7.7	0.2	4.9	-1.0	-8.1%	-8.0%	0.1	-5.1%
> CCC(C)N=CC1=C(O)CC(c2ccccc2)CC1=O (stereo unspecified)
  -10.2%	2.5	0.6	0.8	0.5	-8.9%	10.5%	0.4	9.7%
> Cc1cccc(C)c1NC(=O)CSCc1cccc(CSCC(=O)Nc2c(C)cccc2C)n1
  -3.1%	-5.8	-2.4	-4.4	0.8	10.1%[57.1 µM]	-0.2%	-0.4	1.4%
> CC(=O)Nc1nonc1-c1nnc(SCc2ccccc2C)n1C
  5.0%	·	0.8	-0.8	·	-1.9%	5.5%	-1.4	13.5%
> COc1ccc(NC(=O)c2ccc(Cl)c(NC(=O)c3ccncc3)c2)cc1
  ·	-2.4	·	-3.6	0.0	·	·	-0.5	·
> CC1CCc2[nH]c3ccc(C(=O)N4CCCC(C(F)(F)F)C4)cc3c2C1 (stereo unspecified)
  5.7%	18.4	0.6	-4.2	0.6	-6.4%	-11.9%	0.4	4.8%
> COc1ccccc1N1CCN(C(=O)c2cccc(S(=O)(=O)Nc3ccccc3F)c2)CC1
  28.9%	·	3.3	·	·	6.1%	-13.3%	·	-3.1%
> CCN1CCN(C(=O)C2=CC(c3ccc(C)cc3)=NS(=O)(=O)N2C)CC1
  -8.4%[57.1 µM]	-3.6	-2.7	2.4	-0.3	0.8%[57.1 µM]	-9.4%	-0.1	-6.4%
> COc1ccc(C2Nc3ccccc3C(=O)N2Cc2ccccc2)cc1OC (stereo unspecified)
  63.2%[activator]	·	2.2	·	·	96.2%[activator]	-18.2%	·	0.0%
> c1ccc(-c2cc3c(N4CCN(c5ccccc5)CC4)ncnc3s2)cc1
  57.2%[activator][57.1 µM]	-5.1	2.4	-4.3	-0.4	106.6%	-6.5%	-0.1	-6.8%
> O=C(/C=C/c1ccc2c(c1)OCO2)c1ccc(O)cc1O
  29.1%[2.29 µM]	·	-25.1	·	·	19.1%[2.29 µM]	-9.1%	·	14.6%
> Cc1cc(OCC(=O)OCC(=O)N(C)C2CCS(=O)(=O)C2)ccc1Cl (stereo unspecified)
  -7.1%	-8.3	1.2	1.0	0.0	-8.1%	-6.0%	-0.1	0.7%
> CC(=O)c1cc(C#N)c(Oc2cccc(C(F)(F)F)c2)nc1C
  11.9%[57.1 µM]	1.7	-3.2	-4.6	1.1	8.1%[57.1 µM]	-16.5%	-0.2	5.2%
> CCC(C(=O)N1CCN(c2ccccn2)CC1)n1nc(C)n2c(cc3occc32)c1=O (stereo unspecified)
  -25.0%	13.4	-12.9	-0.1	0.9	-6.9%	8.2%	-0.3	9.8%
> O=S(=O)(Cc1ccc(Cl)cc1)CC(O)COCc1ccccc1 (stereo unspecified)
  -10.2%	10.9	0.4	1.1	0.0	-1.3%	-9.7%	0.4	0.0%
> COc1ccc(OC)c(S(=O)(=O)N2CCC(c3nc4ccccc4[nH]3)CC2)c1
  0.5%	-25.4	1.5	-9.7	-0.1	-6.6%	3.2%	0.6	4.1%
> O=C(NNC(=O)c1ccccc1F)c1cccc(-n2cccc2)c1
  -14.3%	-3.1	-20.2	-1.5	0.0	5.1%	-0.7%	0.0	3.6%

# Not a retest: 2 of the compounds above.
# The line under a structure holds: rTrxR1 inhibitor	D2 antag	PI4K2A inh	TRHR enhancer	D2 agonist	TrxR1 substrate	USP1 inh	TRHR agonist	IDH1 R132H inh
> COc1ccc(OC)c(S(=O)(=O)N2CCC(c3nc4ccccc4[nH]3)CC2)c1
  0.5%	-25.4	1.5	-9.7	-0.1	-6.6%	3.2%	0.6	4.1%
> O=C(NNC(=O)c1ccccc1F)c1cccc(-n2cccc2)c1
  -14.3%	-3.1	-20.2	-1.5	0.0	5.1%	-0.7%	0.0	3.6%

# The listing continues:
# The line under a structure holds: rTrxR1 inhibitor	D2 antag	PI4K2A inh	TRHR enhancer	D2 agonist	TrxR1 substrate	USP1 inh	TRHR agonist	IDH1 R132H inh
> CCOC(=O)C1=C(C)N=C2SC(C(=O)OC)=CC(=O)N2C1c1cc(OC)c(OC)c(OC)c1 (stereo unspecified)
  1.4%[57.1 µM]	5.0	-3.2	-2.5	0.4	3.0%[57.1 µM]	-19.7%	1.0	-3.8%
> CCOc1cccc(/C=N/Nc2nc(N3CCCC3)nc(N3CCCC3)n2)c1O
  -2.5%	-9.2	1.8	13.8	-2.1	-5.0%	-26.6%	-1.0	4.0%
> Cc1cc(NC(=O)COc2coc(CN3CCN(c4ccc(F)cc4)CC3)cc2=O)no1
  -7.3%	-5.6	2.3	-7.2	-0.9	2.7%	-14.2%	0.0	3.4%
> Cc1ccc(/C=N/NC(=O)c2nnn(-c3nonc3N)c2C(C)C)o1
  6.5%	2.4	2.4	3.5	-0.7	4.8%	-19.9%	-0.2	1.5%
> CCCN1CCN(CCCNC(=O)CCN2C(=O)COc3ccccc32)CC1
  22.2%	2.1	-5.4	-1.6	1.2	5.6%	-11.5%	0.1	5.1%
> CCOc1ccc(NC(=O)Cn2c(=O)cc(C)c3c(C)nn(C)c32)cc1
  8.0%[57.1 µM]	·	0.2	-2.4	-0.1	-4.1%[57.1 µM]	-2.0%	0.1	-0.4%
> CC(Cl)C(=O)c1ccc2c(c1)CCN2C(=O)C1CC1 (stereo unspecified)
  -5.7%	5.3	8.2	4.1	0.1	13.3%[57.1 µM]	4.6%	-0.1	-2.0%
> O=C(NCCc1c[nH]c2ccccc12)c1ccccc1
  11.9%[57.1 µM]	-14.0	-1.7	2.3	-0.6	6.4%[57.1 µM]	-20.6%	-0.4	4.0%
> COc1ccc(CNC(=O)CCc2c(C)nc3c4cccnc4nn3c2C)cc1
  11.3%	·	2.0	-0.2	·	191.2%[activator]	?	0.7	13.6%
> O=C(c1ccc2c3c(cccc13)CC2)C1CCCN(Cc2cccnc2)C1 (stereo unspecified)
  13.0%	-22.3	-1.3	-2.1	-0.6	28.2%	-13.7%	0.0	14.7%

# Among those listed so far, these contain an NH in an aromatic ring.
# The line under a structure holds: rTrxR1 inhibitor	D2 antag	PI4K2A inh	TRHR enhancer	D2 agonist	TrxR1 substrate	USP1 inh	TRHR agonist	IDH1 R132H inh
> CC1CCc2[nH]c3ccc(C(=O)N4CCCC(C(F)(F)F)C4)cc3c2C1 (stereo unspecified)
  5.7%	18.4	0.6	-4.2	0.6	-6.4%	-11.9%	0.4	4.8%
> COc1ccc(OC)c(S(=O)(=O)N2CCC(c3nc4ccccc4[nH]3)CC2)c1
  0.5%	-25.4	1.5	-9.7	-0.1	-6.6%	3.2%	0.6	4.1%
> O=C(NCCc1c[nH]c2ccccc12)c1ccccc1
  11.9%[57.1 µM]	-14.0	-1.7	2.3	-0.6	6.4%[57.1 µM]	-20.6%	-0.4	4.0%

# The listing continues:
# The line under a structure holds: rTrxR1 inhibitor	D2 antag	PI4K2A inh	TRHR enhancer	D2 agonist	TrxR1 substrate	USP1 inh	TRHR agonist	IDH1 R132H inh
> CC(C)CC(=O)Nc1ncc([N+](=O)[O-])s1
  -14.7%	5.5	-0.3	0.0	-0.4	-7.5%	-19.9%	0.4	0.0%
> CCNC(=O)c1cnc2sc(N3CCCCCC3)nn2c1=O
  24.5%[57.1 µM]	·	-1.7	-3.2	-0.1	58.2%[activator][57.1 µM]	?	0.4	5.3%
> CCC1SC(N)=NC1=O (stereo unspecified)
  -2.9%	-2.6	8.0	0.7	0.6	-3.8%	-10.2%	-0.1	1.7%
> CCNc1oc(-c2cccc3ccccc23)nc1C#N
  ?	5.4	0.5	-1.9	-0.2	55.1%[activator][57.1 µM]	-14.9%	0.3	-1.3%
> Cc1onc(-c2ccccc2Cl)c1C(=O)NCc1nc(-c2ccc(C(F)(F)F)cc2)no1
  6.0%	11.0	4.9	-13.7	0.0	-8.5%	-10.8%	1.5	-1.0%
> O=C(Nc1ccc(NC(=O)c2ccco2)cc1)c1ccco1
  6.1%	6.9	4.8	31.3*	0.9	2.7%	-18.4%	1.2	-15.8%
> CC(C)CNC(=O)c1cccc(NC(=O)c2ccccc2-c2ccccc2C(=O)O)c1
  12.3%	9.8	-7.9	-7.7	3.6	-1.6%	-20.8%	0.6	-3.8%
> O=C1Cc2cc([N+](=O)[O-])ccc2N1c1c(Cl)cccc1Cl
  -1.3%[57.1 µM]	8.4	5.1	1.2	1.1	7.2%[57.1 µM]	-8.2%	0.1	4.6%
> FC(F)(F)c1ccc(C2[C@H]3CN(Cc4ccc(-c5ccccc5)cc4)[C@H](c4ccccc4)C34CC2(c2cccnc2)C4)cc1 (stereo partly specified)
  -25.5%[57.1 µM]	-7.3	-4.0	6.4	0.2	-7.6%[57.1 µM]	-21.0%	0.1	6.1%
> Cc1ccc(Nc2ccccc2N)cc1
  12.0%[57.1 µM]	·	-6.6	-1.3	·	11.6%[57.1 µM]	-21.3%	1.0	2.0%
> COc1ccccc1-c1nnc2sc(-c3cc4ccccc4o3)nn12
  -9.2%	14.4	-5.6	-2.0	-1.1	-0.1%	-21.6%	-1.9	7.0%
> Cc1ccc(-c2cc3c(n2-c2ccc(C)cc2)CC(C)(C)CC3=O)cc1
  8.8%	·	-0.4	-19.4	·	-4.9%	9.7%	-0.1	4.9%
> Cc1cccc(NC(=O)c2cnc3scc(C)n3c2=O)c1
  -0.3%	0.6	-6.0	-9.2	0.6	-1.5%	-16.3%	0.5	-1.4%
